Screening results from PubChem.
B2AR arrestin = qHTS assay of beta-arrestin-biased ligands of beta2-adrenergic receptor; Beta-2 adrenergic receptor (Homo sapiens), P07550; beta-arrestin recruitment to beta2AR, cell-based reporter; Potency, µM (doses to about 46.1 µM), for the others: top-dose activation, hits mostly activators; actives 0.02% (n = 330,000); AID 492947, 2010;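 further: potency means the concentration at half of the fitted maximal effect; 0% = DMSO controls and full agonism = EC100 isoproterenol or metaproterenol; nearly all actives have a fitted effect of over 65% in size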
Tb PFK block = qHTS Assay to Find Inhibitors of T. brucei phosphofructokinase. ATP-dependent 6-phosphofructokinase (Trypanosoma brucei brucei), O15648. T. brucei PFK, ADP-Glo luminescence. Potency, µM (doses to about 57.5 µM), without a hit: at the highest dose activity, negative = inhibition, actives largely listed as inhibitors. actives 0.17% (n = 330,000);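 further: potency means the concentration at half of the fitted maximal effect; 0% = uninhibited 1x PFK enzyme wells and -100% = no-enzyme wells; nearly all actives have a fitted effect of over 60% in size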
Target sequence (O15648 whole entry, looked up): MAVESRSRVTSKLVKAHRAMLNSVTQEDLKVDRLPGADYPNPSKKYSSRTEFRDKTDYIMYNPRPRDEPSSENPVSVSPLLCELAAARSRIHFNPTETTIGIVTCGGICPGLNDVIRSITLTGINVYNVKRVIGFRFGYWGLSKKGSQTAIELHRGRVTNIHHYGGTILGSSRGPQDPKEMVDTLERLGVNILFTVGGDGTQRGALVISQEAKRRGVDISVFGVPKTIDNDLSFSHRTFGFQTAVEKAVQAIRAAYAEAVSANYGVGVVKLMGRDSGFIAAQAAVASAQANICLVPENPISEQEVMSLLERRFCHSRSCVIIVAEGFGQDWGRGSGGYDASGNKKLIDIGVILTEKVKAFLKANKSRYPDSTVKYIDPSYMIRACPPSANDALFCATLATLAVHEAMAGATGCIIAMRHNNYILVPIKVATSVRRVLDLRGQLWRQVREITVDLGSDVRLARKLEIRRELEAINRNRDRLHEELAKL
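Luminescent ADP detection (ADP-Glo, two-step: ATP depletion then ADP-to-ATP conversion for luciferase) reported PFK activity after 45 min room-temperature reaction of 1.25 nM enzyme with 0.5 mM F6P and 0.1 mM ATP at pH 8.0.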
Mito fusion act = qHTS Assay for Small Molecule Inhibitors of Mitochondrial Division or Activators of Mitochondrial Fusion | S. cerevisiae fusion-defective mutant growth rescue, CellTiterGlo 48 h | Potency, µM (series often up to 46.1 µM), inactives show at the top dose growth rescue (activation), usual class: activators | actives 0.23% (n = 320,000);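 further: potency means the concentration at half of the fitted maximal effect; % of control where 0% means no effect; nearly all actives have a fitted effect of over 45% in size; temperature-sensitive fusion mutants such as fzo1-1 at 37 °C on non-fermentable ethanol glycerol medium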
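Read-out: ATP-based luminescence (CellTiterGlo, 10 min ambient) reporting growth of fusion-defective ts yeast after 48 hours at 37C on glycerol/ethanol YPEG medium in the presence of compound.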
PTAP TSG101 blk = qHTS Assay for Iinhibitors of HIV-1 Budding by Blocking the Interaction of PTAP/TSG101. Fluorescence polarization, FITC-PTAP peptide / Tsg101 binding. Potency, µM (doses to about 115 µM), inactives show at the top dose activity change, negative = inhibition, usual class: inhibitors. 340,000 tested, under 10 active. AID 493005, 2010; active means well fitted inhibition curve with a large enough effect in the main read-out, with a control signal flat, not every such curve was filed as active; inconclusive means small, poorly fitted or top-dose-only effect, or effect the other way, or a change in a side signal; inactive means no such curve, though single readings can be large or run the other way; further: potency means the concentration at half of the fitted maximal effect; % of control where 0% means no effect
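Steps: Tsg101 binding domain dispensed (10 uM final), compounds pinned in DMSO, FITC-labeled PTAP-motif peptide added (50 nM final); after 20 min binding at room temperature, polarization measured.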
BCR signal inh = qHTS Assay to Find Inhibitors of Chronic Active B-Cell Receptor Signaling; actives 0.05% (n = 340,000); Potency, µM (top dose mostly 46.1 µM), inactives show at the top dose ratio change, negative = lower green/red ratio, actives largely listed as inhibitors; ABC-DLBCL IkBa-CBG/CBR reporter, luminescence ratio, 4 h; active means well fitted inhibition curve with a large enough effect in the signal ratio, with a control signal flat, not every such curve was filed as active; inconclusive means small, poorly fitted or top-dose-only effect, or effect the other way, or a change in a side signal; the % refers to the signal ratio;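 further: potency means the concentration at half of the fitted maximal effect; plate controls were basal doxycycline-induced cells for no effect and cells given 10 µM MG132 for full effect; MG132 reads +100%, hits lower the ratio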
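Concentration-response series (up to 46 uM) were applied to TMD8 dual-reporter cells for 4 h at 37C with doxycycline. Green/red ratio, after filter-overlap correction, defined %Activity; red signal alone was normalised to basal cells and zero luminescence.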
USP2a inh = qHTS Assay for Inhibitors of Ubiquitin-specific Protease USP2a Using CHOP2 as the Reporter; AID 463254, 2010; Potency, µM (highest dose often 38.3 µM), without a hit: top-dose activity change, negative = inhibition, hits mostly inhibitors; Ubiquitin carboxyl-terminal hydrolase 2 (Homo sapiens), O75604; USP2 core, Ub-CHOP2 coupled fluorogenic reporter, 485/531; actives 0.01% (n = 330,000);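 further: potency means the concentration at half of the fitted maximal effect; plate controls were DMSO wells for no effect and full inhibition by NEM control for full effect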
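Cell-free coupled assay: 10nM USP2 core preincubated 30min RT with compound in Tris-HCl pH 8.0/CaCl2/CHAPS buffer, then 25nM Ub-CHOP2 and 25nM reporter substrate; fluorescence (Ex 485/Em 531) read after 60min RT, normalized to NEM inhibition, concentration-response curves fitted.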
TCR act = Activators of T cell receptors: qHTS campaign | primary human leukocytes, anti-CD3, IL-2 HTRF, 48 h | Potency, µM (highest dose often 9.22 µM), without a hit: at the highest dose activation of IL-2 secretion, actives largely listed as activators | 330,000 tested, under 10 active; further: % of control where 0% means no effect
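HTRF read-out of IL-2 secretion: europium cryptate donor excited at 320nm, d2 acceptor emission at 665nm. Cells were primary human leukocytes incubated 48 hr with compounds and a-CD3 beads, supplying TCR signal only.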
uPA generation = qHTS for Inhibitors of Cell Surface uPA Generation | cell surface uPA generation assay, qHTS | Potency, µM (doses to about 38.3 µM), for the others: at the top dose activity change, negative = inhibition, usual class: inhibitors | actives 0.31% (n = 330,000); active means well fitted inhibition curve with a large enough effect; inconclusive means small, poorly fitted or top-dose-only effect; inactive means no such curve, though single readings can be large or run the other way; tested in mouse RAW 264.7 cells; further: potency means the concentration at half of the fitted maximal effect; on the % scale 0 is the no-effect control and ±100 the full control effect; nearly all actives have a fitted effect of over 55% in size
Eya2 inh = qHTS Assay for Inhibitors of the Phosphatase Activity of Eya2 | AID 488837, 2010 | actives 0.006% (n = 330,000) | Potency, µM (highest dose often 76.9 µM), for inactives: top-dose activity, negative = inhibition, most hits filed as inhibitors | recombinant Eya2, OMFP fluorescence dephosphorylation (OMFP is methylfluorescein phosphate); further: potency means the concentration at half of the fitted maximal effect; on the % scale 0 is the no-effect control and ±100 the full control effect
Target sequence (O00167 whole entry, looked up): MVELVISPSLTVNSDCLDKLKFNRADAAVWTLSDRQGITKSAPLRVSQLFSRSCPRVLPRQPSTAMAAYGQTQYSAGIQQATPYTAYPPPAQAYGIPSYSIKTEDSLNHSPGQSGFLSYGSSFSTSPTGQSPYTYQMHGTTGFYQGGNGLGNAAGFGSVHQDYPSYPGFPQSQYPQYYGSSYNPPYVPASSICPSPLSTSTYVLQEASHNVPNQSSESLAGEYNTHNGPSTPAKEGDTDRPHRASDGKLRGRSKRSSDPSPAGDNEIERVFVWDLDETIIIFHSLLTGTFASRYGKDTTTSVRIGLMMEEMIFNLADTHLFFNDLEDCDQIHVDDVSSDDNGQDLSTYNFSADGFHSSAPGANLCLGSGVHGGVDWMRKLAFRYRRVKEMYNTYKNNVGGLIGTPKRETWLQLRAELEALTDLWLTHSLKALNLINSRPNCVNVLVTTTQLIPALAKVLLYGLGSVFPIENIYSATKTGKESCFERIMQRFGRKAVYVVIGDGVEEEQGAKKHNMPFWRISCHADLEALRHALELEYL
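Eya2 protein (added as 0.2 uM solution) was preincubated with compound for 10 min at ambient temperature in 50 mM HEPES pH 7.5, 50 mM NaCl, 5 uM MgCl2, 0.05% BSA, 1 mM DTT. OMFP (added at 50 uM) then reacted 10 min; fluorescence read at 485/525 nm.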
TSHR antagonist = Antagonists of the Thyroid Stimulating Hormone Receptor: HTS campaign | TSHR-expressing cells, TSH-stimulated cAMP HTRF, 2 h; active compounds read low | AID 504810, 2011 | actives 0.2% (n = 330,000) | activity change, negative = inhibition, % at 11.5 µM | Thyrotropin receptor (Homo sapiens), P16473;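 active means activity change below a set negative limit, meaning inhibition stronger than a set level, cut at about -70% in these data; inconclusive means activity change between two set negative limits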; further: on the % scale 0 is the no-effect control and ±100 the full control effect
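Inhibition of cAMP made by TSHR-expressing cells under TSH stimulation (4nM final, EC80; 2 h, 37 deg C) is quantified with a one-step lysis HTRF kit, anti-cAMP cryptate versus cAMP-d2.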
ELG1 repair inh = qHTS screen for small molecules that inhibit ELG1-dependent DNA repair in human embryonic kidney (HEK293T) cells expressing luciferase-tagged ELG1. HEK293T ELG1-luciferase reporter, luminescence, 16 h; DNA damage induced by 5-fluorouridine. Potency, µM (highest dose often 46.1 µM), inactives show at the top dose activity change, negative = inhibition, usual class: inhibitors. actives 2.3% (n = 330,000). AID 504467, 2011; further: potency means the concentration at half of the fitted maximal effect; on the % scale 0 is the no-effect control and ±100 the full control effect; nearly all actives have a fitted effect of over 55% in size
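Overnight (16 hr) co-exposure of 2,000 cells/well to 5-fluorouridine and compound at 37 °C preceded detection. Luciferase was quantified via ONE-Glo luminescence; loss of signal denotes inhibition.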
* marks the source's active call; other numbers are inactive results; ? = inconclusive; / = no result given; [ ] = another dose, or the depositor's remark. Unless noted, the call rests on the fitted dose curve; in most records, active means well fitted curve in the direction sought with a large enough effect; inconclusive means small, poorly fitted or top-dose-only effect, or another doubt; inactive means no such curve, though single readings can be large; an effect the other way counts as inactive or inconclusive.

SMILES | B2AR arrestin | Tb PFK block | Mito fusion act | PTAP TSG101 blk | BCR signal inh | USP2a inh | TCR act | uPA generation | Eya2 inh | TSHR antagonist | ELG1 repair inh
COc1ccc(CN2CCCC(C(=O)N3CCCCC3)C2)c(OC)c1 (configuration not stated) | 0.2% | -14.9% | -1.2% | -0.3% | 3.6% | 0.6% | -0.2% | -2.9% | 0.6% | 9.2 | -8.1%
C=C[C@]1(C)C=C2CC[C@H]3[C@@](C)(CCC[C@@]3(C)C(=O)O)[C@@H]2CC1 | -1.7% | 0.0% | / | -0.6% | ? | -8.1% | -2.3% | 18.0% | -13.5% | 34.4 | ?
O=[N+]([O-])c1cccc(-c2csc(Nc3ccccc3)n2)c1 | -0.4% | 1.3% | -14.8% | 0.3% | ? | 0.0% | -0.4% | -2.7% | -18.3% | -13.7 | ?
Oc1c(CN2CCc3ccccc3C2)cc(Cl)c2cccnc12 | 7.08µM* | -5.2% | 5.4% | -10.9% | ? | -9.0% | -7.9% | ? | 1.2% | 7.9 | ?
CCCCc1nnc(NC(=O)CCS(=O)(=O)c2ccc(C)cc2)s1 | 0.0% | -4.7% | -0.7% | -3.7% | ? | 1.7% | -0.8% | ? | -26.8% | -5.4 | 0.0%
CCN(CC(=O)Nc1ccc(NC(C)=O)cc1)C(=O)c1sc2nc3n(c(=O)c2c1C)CCC3 | 0.1% | -4.4% | 2.3% | -1.8% | ? | 4.6% | -6.9% | 4.8% | 0.7% | 5.3 | ?
Cc1cc(=O)[nH]c(SCC(=O)Nc2ccc(Cl)cn2)n1 | -0.2% | -9.6% | 1.1% | -5.0% | ? | 0.0% | / | 5.7% | -2.7% | -3.6 | 2.0%
Cc1ccc(S(=O)(=O)C2C(=O)N(C)C3(C)CC2c2ccccc2O3)cc1 (configuration not stated) | 0.1% | -3.5% | 14.3% | -4.7% | -19.5% | 10.2% | 3.0%[46.1 µM] | -4.2% | -4.1% | -6.4 | -0.7%
O=C(CCc1ccc(S(=O)(=O)N2CCOCC2)cc1)Nc1c(F)cccc1F | -0.1% | -2.0% | / | -4.2% | -6.8% | -4.7% | -1.9% | 10.1% | 0.0% | / | 9.6%
Cc1nc2ccccc2nc(C)c1=NOCc1ccc(C#N)cc1 | ? | 0.0% | 7.3% | -3.0% | 2.6% | 5.1% | 7.6%[46.1 µM] | -1.2% | 0.0% | -5.8 | 7.4%
Cc1ccc(/C=C2\SC(=O)N(CCC(=O)N3CCN(C)CC3)C2=O)cc1 | -0.1% | -4.8% | -1.8% | -4.9% | ? | -2.3% | 0.6% | -0.6% | -4.9% | 17.0 | ?
CCCn1c(SCC(=O)NC2CCCC2)nnc1C(C)C | -0.7% | 3.2% | -3.5% | -5.7% | -10.5% | 3.9% | -3.2% | -2.9% | -3.0% | 5.8 | ?
O=C(O)COc1ccc(Br)cc1/C=C1/SC(=O)N(CC(=O)N2CCCC2)C1=O | -0.1% | -4.3% | -2.6% | -6.0% | 12.8% | -2.8% | -1.6% | -5.0% | -15.3% | 38.8 | 0.6%
O=C(Cc1cccs1)Nc1cc(SCCO)cc([N+](=O)[O-])c1 | 0.5% | 0.5% | -5.3% | -0.8% | -1.8% | -0.5% | -2.1%[46.1 µM] | 0.0% | -2.7% | 8.5 | ?
COc1ccc(Cl)cc1NC(=O)C(C)N(C)Cc1ccc(C(F)(F)F)cc1 (configuration not stated) | -0.9% | 1.0% | 4.9% | -3.1% | 7.4% | 1.7% | -0.6%[46.1 µM] | -2.3% | -3.3% | -5.0 | -23.1%
CCS(=O)(=O)N1CCN(C(C)CCc2ccccc2)CC1 (configuration not stated) | -0.2% | 0.2% | -2.5% | -2.5% | -1.0% | 0.0% | 2.4%[46.1 µM] | 3.0% | -3.0% | -3.0 | -4.9%
CSCCC1NC(=O)N(CC(=O)Nc2cc(C)on2)C1=O (configuration not stated) | -0.1% | -4.6% | -0.1% | -2.4% | 0.9% | 2.4% | 11.1% | ? | 9.4% | -0.8 | 12.5%
Cn1c(COc2ccc(F)cc2)nnc1SCC(=O)NC1CC1 | -1.0% | 0.5% | 0.2% | 0.0% | 0.9% | 0.7% | -3.1% | 1.1% | 5.4% | 24.4 | 2.1%
O=C(CSc1nnnn1-c1ccccc1)N1N=CCC1c1ccccc1 (configuration not stated) | -1.5% | -6.6% | -0.7% | -0.3% | 14.2% | 0.3% | 1.2%[46.1 µM] | -9.0% | -8.1% | 2.9 | 0.8%
Cc1nn(-c2ccccc2)c2sc(C(=O)c3c(N)n(C)c(=O)n(C)c3=O)cc12 | 0.2% | 0.3% | 1.7% | -2.0% | -3.8% | -2.2% | -0.8% | -5.0% | -7.2% | / | ?
Cc1ccc(CNC(=O)CS(=O)(=O)CC(=O)O)cc1 | -0.1% | 1.3% | -2.1% | -1.6% | -2.9% | 1.6% | 2.3% | 3.9% | 1.9% | 1.0 | -0.9%
Cc1ccc(C2C(C#N)=C(N)Oc3n[nH]c(C)c32)cc1 (configuration not stated) | 0.2% | -8.3% | -3.4% | -8.9% | ? | 3.8% | 3.6% | -2.3% | -3.7% | -11.8 | -0.9%
CC(C)(C)c1ccc(C(=O)NC(=S)N2CCOCC2)cc1 | 0.0% | 1.5% | -6.4% | -0.9% | -11.3% | 1.0% | -0.7% | -23.7% | 1.1% | -24.8 | ?
Cc1cc(N(C)N)nc(NC(=O)NS(=O)(=O)c2ccccc2Cl)n1 | -1.0% | 1.2% | 0.4% | 5.6% | -0.7% | 0.5% | 12.7% | -0.5% | 1.0% | 0.0 | 2.4%
COc1cc(CN2CCN(c3cccc(C)c3C)CC2)cc([N+](=O)[O-])c1O | 0.2% | -2.6% | 0.6% | -0.5% | 8.5% | -0.4% | 4.9% | 2.6% | -2.4% | 1.9 | 6.4%
COc1ccc(OC)c(NC(=O)Cn2c(CCC(=O)O)ccc2-c2ccc(C)cc2)c1 | 0.3% | 1.9% | -2.1% | 0.3% | 1.1% | -1.4% | 0.8% | -1.1% | -2.7% | -3.9 | 13.5%
COc1ccc(S(=O)(=O)Nc2cc3c(C(C)=O)c(C)oc3c3ccccc23)cc1 | -0.7% | -3.9% | 1.1% | -0.7% | ? | -15.2% | 0.1% | -19.8% | 6.2% | 13.9 | 11.0%
Cc1cc(C)c(NC(=O)CN(C)S(=O)(=O)c2ccc3c(c2)n(C)c(=O)c(=O)n3C)c(C)c1 | 0.1% | 1.5% | 3.0% | -1.9% | 6.6% | 1.7% | -51.2% | -4.7% | 6.3% | 3.7 | -5.3%
Cc1ccc(S(=O)(=O)N2CCOCC2)cc1C(=O)NC1CCCC(C)C1C (configuration not stated) | -0.1% | -0.1% | -7.2% | -2.3% | 2.2% | 0.8% | 2.0% | -1.9% | 4.5% | -4.2 | -2.5%
O=C(c1ccc(Br)o1)N1CCN(C/C=C/c2ccccc2)CC1 | 2.6% | -1.8% | 18.7% | -5.9% | ? | 2.3% | 5.2% | 2.9% | 12.9% | 4.4 | -16.0%
CCNC(=S)N/N=C/c1cn(Cc2ccccc2F)c2ccccc12 | 0.5% | 1.0% | 0.3% | 7.3% | -6.3% | -8.4% | -3.8%[46.1 µM] | -3.4% | -1.6% | 3.9 | -15.8%
NS(=O)(=O)c1cc(C(=O)NCCc2ccccn2)ccc1Cl | 0.3% | 0.3% | 5.5% | -0.8% | 6.9% | -1.1% | 6.0% | 13.4% | 5.8% | 9.3 | 10.0%
O=C(NCCOc1ccc2ccccc2c1)c1cncc(Br)c1 | -0.7% | -2.2% | 1.6% | -1.0% | -0.1% | 0.8% | -0.2% | 2.5% | -4.1% | 2.4 | 0.0%
Cc1ccc2nc(-c3ccccc3NC(=O)CCC(=O)O)c(=O)[nH]c2c1 | 0.3% | -0.6% | 0.3% | -0.8% | 8.2% | 1.5% | / | 2.6% | -14.7% | -1.8 | 6.4%
COc1ccc(OC)c(NC(=O)c2ccc3c(=O)n(CCc4ccccc4)c(=S)[nH]c3c2)c1 | -0.8% | 2.4% | -1.9% | -5.2% | 13.0% | 0.3% | -2.6%[46.1 µM] | 0.6% | -1.3% | -3.0 | 1.46µM*
